High-throughput results from PubChem BioAssay.
Ecoli viability = counter-screen for AddAB inhibitors: E. coli growth inhibition. E. coli V3065 growth, OD600 absorbance, 18 h. inhibition, % at 11.9 µM. actives 0.27% (n = 330,000);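 active means inhibition above the campaign's mean inhibition across all tested compounds plus 3 SD, cut at about 9.9% in these data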;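 further: uninfected addAB+ strain grown without phage in ampicillin broth; 0% = DMSO wells and 100% = ciprofloxacin 0.95 µg/ml wells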
PvdQ inh = blocks Pseudomonas aeruginosa PvdQ acylase activity; purified PvdQ acylase, fluorescence plate reader; inhibition, % at 10 µM; actives 0.063% (n = 340,000); AID 488965; in the data active means inhibition above about 30%, passing the limit was not always enough; inconclusive means no clear call, values can overlap the other calls;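 further: 0% = vehicle neutral wells and 100% = reference inhibitor wells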
PfHsp90 yeast 2 = growth inhibition of yeast expressing Plasmodium Hsp90; inhibition, % at 9.4 µM; AID 504621; actives 0.32% (n = 310,000); S. cerevisiae expressing PfHsp90, BacTiter-Glo ATP, 48 h; yeast lacking PDR1 and PDR3 efflux regulators;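 active means every replicate shows inhibition above about 80%, whatever the replicate mean, limit read from the data; inconclusive means mean inhibition reaches the set limit but some replicate falls short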;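 further: 0% = DMSO neutral controls and 100% = 20 µM radicicol positive controls; yeast relying on Plasmodium falciparum Hsp90 in place of its own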
Tat transport = inhibitors of E. coli Tat protein transport; E. coli MC4100 TorA-mCherry Tat export, fluorescence; inhibition, % at 10 µM; actives 0.036% (n = 340,000); AID 488895;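 active means mean replicate inhibition at least 50% and at least half of replicates individually reaching 50%; inconclusive means only one of the two criteria met; inactive means neither criterion met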;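 further: exported cargo escapes ClpAP degradation while cytoplasmic cargo is degraded and loses fluorescence; 0% = median of neutral control wells and 100% = median of NaSCN control wells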
Wnt act = activates Wnt/beta-catenin signaling in a reporter cell assay | AID 743398 | activation, % at 9.35 µM | activator, plate reader | actives 1.2% (n = 300,000); in the data active means activation above about 30%, passing the limit was not always enough; inconclusive means no clear call, values can overlap the other calls;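 further: 0% = neutral control wells and 100% = positive control wells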
AddAB inh = less growth of phage-infected E. coli with AddAB; E. coli expressing H. pylori AddAB, absorbance growth; inhibition, % at 11.9 µM; actives 0.29% (n = 330,000); AID 435030; in the data active means inhibition above about 12%;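 further: 0% = vehicle wells of infected cells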
CAL PDZ inh = human CAL PDZ-peptide interaction inhibition; actives 0.02% (n = 330,000); inhibition, % at 20 µM; AID 504414; purified CAL PDZ, TMR-peptide fluorescence polarization, 1 h;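 active means highest replicate inhibition of at least 40%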;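 further: plate controls were DMSO neutral control wells for no effect and unlabeled competitor peptide control wells for full effect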
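Assay system – tagged CAL PDZ protein CerCALP, purified · Timing – 1 h at RT · Compound – single point, 20 µM · Measured by – fluorescence polarization from S- and P-plane intensities, G-factor corrected · Evaluation – inhibition from polarization loss · Probe or stimulus – TMR reporter peptide T*-PRC34 · Buffer or medium – pH 7.4 phosphate-saline buffer, reducing agent, detergent, IgG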
phage Ecoli inh = E. coli growth loss with phage present. actives 0.26% (n = 360,000). inhibition, % at 11.9 µM. growth absorbance; in the data active means inhibition above about 11%
Rtt109 HAT inh = blocks Candida albicans Rtt109/Vps75 acetyltransferase activity; actives 0.16% (n = 330,000); inhibition, % at 34.9 µM; purified Rtt109/Vps75, ThioGlo CoA-SH fluorescence, 4 h;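 active means inhibition of at least 50% in every replicate; inconclusive means best replicate reaches 50% inhibition but some replicates fall short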
Target sequence (Q5AAJ8 whole entry, looked up): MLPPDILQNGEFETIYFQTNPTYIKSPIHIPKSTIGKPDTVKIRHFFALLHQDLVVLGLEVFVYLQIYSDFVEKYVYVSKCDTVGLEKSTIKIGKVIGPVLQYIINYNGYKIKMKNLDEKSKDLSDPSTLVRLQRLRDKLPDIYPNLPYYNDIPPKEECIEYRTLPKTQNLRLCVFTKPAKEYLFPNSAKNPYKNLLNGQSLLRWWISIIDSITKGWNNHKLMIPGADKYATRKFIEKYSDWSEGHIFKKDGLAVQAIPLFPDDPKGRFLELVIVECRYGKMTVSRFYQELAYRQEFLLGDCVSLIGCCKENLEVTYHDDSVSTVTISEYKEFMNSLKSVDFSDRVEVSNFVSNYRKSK
DAGLB inhibitor = blocks human DAGLB lipase activity; Q8NCG7; HEK293T DAGLB membrane lysate, EnzChek fluorogenic substrate; inhibition, % at 5.17 µM; actives 0.059% (n = 340,000); in the data active means inhibition above about 34%;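 further: 0% = enzyme with vehicle and 100% = wells lacking enzyme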
Target sequence (Q8NCG7 whole entry, looked up): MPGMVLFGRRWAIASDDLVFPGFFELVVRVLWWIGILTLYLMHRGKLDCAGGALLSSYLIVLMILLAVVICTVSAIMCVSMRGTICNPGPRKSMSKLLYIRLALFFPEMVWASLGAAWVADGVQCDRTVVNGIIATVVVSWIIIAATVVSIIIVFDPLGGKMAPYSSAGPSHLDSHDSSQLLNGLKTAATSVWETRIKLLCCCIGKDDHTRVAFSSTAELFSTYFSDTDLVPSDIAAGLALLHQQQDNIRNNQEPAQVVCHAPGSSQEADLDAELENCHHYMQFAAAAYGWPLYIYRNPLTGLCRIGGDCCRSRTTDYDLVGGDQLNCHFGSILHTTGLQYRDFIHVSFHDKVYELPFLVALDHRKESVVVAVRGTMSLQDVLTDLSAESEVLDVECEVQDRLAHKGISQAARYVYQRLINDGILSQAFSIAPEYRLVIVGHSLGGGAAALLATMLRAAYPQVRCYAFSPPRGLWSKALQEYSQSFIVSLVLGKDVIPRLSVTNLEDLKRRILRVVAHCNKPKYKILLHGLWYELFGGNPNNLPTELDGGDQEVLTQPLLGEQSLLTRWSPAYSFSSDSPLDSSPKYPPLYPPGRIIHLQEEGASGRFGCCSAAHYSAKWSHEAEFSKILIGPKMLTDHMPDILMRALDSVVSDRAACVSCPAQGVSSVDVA
Numbers without * were called inactive; ? = inconclusive; . = no result given.

The line under a structure holds: Tat transport	AddAB inh	PfHsp90 yeast 2	Ecoli viability	DAGLB inhibitor	CAL PDZ inh	Wnt act	Rtt109 HAT inh	phage Ecoli inh	PvdQ inh
[1] COc1ccc(OC)c(S(=O)(=O)NCC(c2ccco2)N2CCc3ccccc32)c1 (stereo unspecified)
  1	2.6	10	-1.1	1	-1.8	-8	12	3.8	11
[2] CCOc1ccc2[nH]c(=O)c(C(c3nnnn3Cc3ccco3)N3CCC(C)CC3)cc2c1 (stereo unspecified)
  -2	2.7	37	3.7	7	-2.2	-2	15	0.2	-7
[3] CC1(c2ccc(OC(F)F)cc2)NC(=O)N(CC(=O)Nc2ccccc2)C1=O (stereo unspecified)
  -5	3.7	-24	-1.5	1	-2.3	1	7	-1.2	-16
[4] CN(C)C(=O)Cn1c(=O)n(C)c2ccccc21
  13	-1.9	.	-1.4	0	0.1	.	-6	3.8	1
[5] Cc1c(C(=O)Nc2ccc(F)cc2)nnn1-c1cccc(C(F)(F)F)c1
  -2	1.7	-16	0.6	-3	-1.1	1	-9	1.3	-3
[6] COc1ccc(N2CCN(c3oc(COc4ccc(Cl)cc4Cl)nc3C#N)CC2)cc1
  2	-2.7	3	0.0	1	0.8	.	6	1.6	7
[7] CC(=O)N1CCc2cc(S(=O)(=O)NCCC(=O)NC3CCCCCC3)ccc21
  -3	1.3	-12	-0.4	0	-0.7	-1	1	2.8	-20
[8] Cn1c(=O)c2c(nc(N/N=C/c3ccc(OC(=O)c4ccco4)cc3)n2Cc2ccccc2Cl)n(C)c1=O
  -3	-0.9	7	1.6	1	-2.4	.	3	.	-1
[9] Cc1cccc(N2Cc3ccccc3C2=NC(=O)c2ccc(Cl)nc2)c1
  ?	0.2	-2	-0.2	2	-3.0	6	13	3.3	-8
[10] CCCCn1c(N)c(N(CCOC)C(=O)c2ccc(N3CCCC3)c([N+](=O)[O-])c2)c(=O)[nH]c1=O
  5	3.1	.	0.2	2	-2.0	-3	-1	-1.7	-2
[11] O=C(c1ccc(-c2cccc(C(F)(F)F)c2)o1)N1CCN(c2ccccc2O)CC1
  26	0.3	-126	-0.1	2	-1.4	0	14	1.4	-15
[12] O=C(Nc1cc(Cl)ccc1O)c1cc2n(n1)C(C(F)(F)F)CC(c1ccc3c(c1)OCO3)N2 (stereo unspecified)
  0	3.3	-50	-0.2	-3	0.1	-3	8	-1.1	-11
[13] O=C(N/N=C1/CC2C=CCC12)c1ccco1 (stereo unspecified)
  2	1.8	-2	-0.7	-2	-1.1	-1	1	3.5	-16
[14] CCC(CC)C(=O)Nc1cccc(SC)c1
  .	1.5	.	0.6	.	.	0	.	2.1	.
[15] COc1ccc(C2Nc3ccccc3C(=O)N2c2ccc(C)cc2)cc1Cn1cc([N+](=O)[O-])cn1 (stereo unspecified)
  1	-1.5	1	0.6	-4	-1.7	7	6	0.9	12
[16] CCc1nc2ccc(C(=O)NCCc3ccccc3OC)cc2nc1CC
  -1	0.1	-6	-0.2	-7	-3.7	0	-11	0.6	-10
[17] O=C(O)c1ccccc1NS(=O)(=O)c1ccc2c3c(cccc13)C(=O)N2
  1	-0.1	5	-0.4	-2	-4.1	2	5	1.2	11
[18] O=C(NC(C(=O)c1ccccc1)N1CCOCC1)c1ccccc1 (stereo unspecified)
  -2	1.7	-19	-0.1	1	-2.1	5	4	3.1	-13
[19] CCCCn1c(NCCN(C)C)nc2c1c(=O)[nH]c(=O)n2C
  -7	1.2	-1	-2.1	-2	-0.5	-3	-10	1.6	-11
[20] COc1ccccc1N1CCN(CC(=O)Nc2cc(C)nn2-c2nc(C)cc(C)n2)CC1
  13	.	-27	.	-1	-0.4	-20	-3	0.0	-6
[21] COCCNC(=O)NC(=O)COC(=O)Cc1ccc2c(c1)OCCO2
  -2	1.1	.	1.1	1	0.7	.	-13	2.9	-5
[22] O=C(OCC(=O)N1CCCCCC1)c1ccc(F)cc1F
  -2	.	28	.	0	0.0	0	2	1.0	-15
[23] O=C(Nc1ncc2c(n1)CC(c1cccc(Cl)c1)CC2=O)c1ccco1 (stereo unspecified)
  19	0.1	-5	1.1	-1	0.7	0	0	2.4	9
[24] COC(=O)c1cccc(N(C(=O)c2ccco2)C(C(=O)NC2CCCC2)c2ccco2)c1 (stereo unspecified)
  -4	4.3	0	-2.4	-3	.	4	-1	2.7	-5
[25] O=C(c1ccc(N2CCCCC2)c([N+](=O)[O-])c1)N(c1ccccn1)c1ccccn1
  4	-1.4	2	0.2	5	0.2	-2	-4	-0.3	0
[26] Cn1c(C(F)(F)F)nc2c(=O)oc3ccccc3c21
  -6	2.3	-21	-1.6	-1	0.6	.	-7	-0.4	3
[27] CCOC(=O)c1[nH]c(C)c(/C(O)=C2\C(=O)C(=O)N(CCCN3CCOCC3)C2c2cccnc2)c1C (stereo unspecified)
  1	.	6	.	-5	.	.	-5	2.3	-11
[28] CCCCCCCC(=O)NNC(=O)c1c(O)c2ccccc2n(CC)c1=O
  -5	5.8	7	-0.5	-2	-2.2	-1	5	3.8	-6
[29] COc1ccc(CCNc2ccncn2)cc1
  -4	0.2	42	-0.2	0	-3.4	.	-9	1.4	-12
[30] CCS(=O)(=O)N1CCC(C(=O)NC2CCCCCCC2)CC1
  1	1.7	0	2.7	1	-1.4	-3	-7	1.4	0
[31] C=CCn1c(COc2ccccc2)nnc1SCC(=O)N/N=C/c1cc(Cl)ccc1O
  3	5.5	0	0.2	4	-0.6	.	3	5.6	13
[32] CN1c2ccccc2-c2nc3ccccc3n2C1c1ccccn1 (stereo unspecified)
  -5	0.9	4	0.6	2	-2.1	.	-87	1.9	-21
[33] Cc1c(NC(=O)C2CCCN(S(=O)(=O)c3cnc[nH]3)C2)c(=O)n(-c2ccccc2)n1C (stereo unspecified)
  5	3.7	4	0.3	-1	-1.9	-2	3	0.9	-17
[34] COc1cc(OC)c(OC)cc1/C=N/NC(=O)c1cnccn1
  -6	-1.7	10	-0.7	-3	-0.5	-1	13	2.9	-2
[35] CCCCn1c(N)c(N(CC(C)C)C(=O)CCC2CCCCC2)c(=O)[nH]c1=O
  5	0.7	-6	1.1	3	-2.2	-1	29	0.9	-3
[36] CCCC(=O)NC(Nc1ccc(S(=O)(=O)Nc2ncccn2)cc1)(C(=O)OCC)C(F)(F)F (stereo unspecified)
  0	2.6	60	-0.6	0	0.0	-5	-20	3.5	-11
[37] Cc1ccc(S(=O)(=O)CC(=O)Nc2ccc(F)c(F)c2F)cc1
  2	0.1	2	0.1	-5	0.2	0	-11	0.3	0
[38] Cc1nc2ccc(NC(=O)/C=C/C(=O)O)cc2nc1C
  0	4.9	10	-0.8	1	0.0	-1	.	2.3	-8
[39] CC(C)OC(=O)CSc1nnc(-c2cccnc2)n1N
  -5	2.4	.	-1.5	-4	-0.3	.	-10	1.6	-11
[40] CCCCCC1CC(=O)N(Cc2ccccc2)C(=O)N1 (stereo unspecified)
  -3	-1.3	-6	2.7	0	-2.3	.	-3	2.8	-16
[41] Cc1cccc(C(=O)N[C@H](C(=O)OCc2cc(=O)n3c(n2)sc2ccccc23)C(C)C)c1
  7	3.5	-102	-0.6	-5	-1.5	-3	1	4.1	6
[42] CSc1ncccc1C(=O)N1CCN(S(=O)(=O)c2ccc(F)cc2)CC1
  9	0.3	24	1.7	-2	-1.3	-1	8	-0.6	13
[43] CC(C)(O)P(C)(=O)c1ccccc1 (stereo unspecified)
  -8	0.3	20	-1.0	-1	-0.5	.	12	4.0	-13
[44] O=c1cnnc(N/N=C/c2ccc3c(c2)OCO3)[nH]1
  -4	0.4	15	-1.2	0	0.4	1	19	-0.1	3
[45] Cc1cc2ccccn2c1C(=O)c1cccc([N+](=O)[O-])c1
  -4	0.7	-12	0.6	-2	-2.0	-1	-5	2.1	1
[46] C=CCNC(=O)c1c(-c2c(F)cccc2Cl)noc1C
  28	-0.7	-4	4.7	1	0.1	1	-16	.	0
[47] CCN(CC)C(=O)n1nc(C)c(CN2C(=O)c3ccccc3C2=O)c1C
  2	1.0	9	-1.9	1	-0.6	0	3	-1.2	-8
[48] Cc1nnc(NC(=O)C(C)Sc2nnc(-c3ccco3)n2C)s1 (stereo unspecified)
  -10	0.6	-18	2.0	-2	0.3	0	-1	0.7	-5
[49] CC(=O)Nc1ccc(S(=O)(=O)Nc2nc3ccccc3nc2Cl)cc1
  4	-0.5	8	-1.5	0	0.6	-1	-2	-0.6	-8
[50] COc1cc([N+](=O)[O-])ccc1NC(=O)C[n+]1ccccc1C
  -4	2.6	.	2.3	-2	-0.6	.	5	1.0	-26
[51] CCN1C(=O)[C@H]2[C@@H](c3ccc(C)cc3)N3C(=O)N(c4ccc(C(F)(F)F)cc4)C(=O)[C@@]3(CC)[C@H]2C1=O
  -5	1.1	3	-4.3	-1	-0.3	3	-6	3.3	-17
[52] CCN1C[C@@H]2[C@@H]3C(=O)N(Cc4ccccc4)C(=O)[C@@H]3[C@](C)(C1=O)N2C(=O)c1ccc(F)cc1
  -3	.	-9	.	0	0.5	-4	-8	2.6	-3
[53] O=C(Nc1cccc(Cl)c1Cl)c1cc(S(=O)(=O)NCCc2ccccc2)ccc1F
  0	3.0	10	0.7	-16	0.5	0	-4	4.1	-7
[54] N#Cc1ccc(-c2csc(NNC(=O)c3ccccc3)n2)cc1
  0	4.6	.	1.0	2	-0.1	.	-2	4.8	-10
[55] Cc1cc(C)cc(NC(=S)N(C)C)c1
  9	1.1	-5	-0.5	0	-1.4	-2	-3	1.8	-13
[56] O=C(CN1CCCC1c1cccs1)Nc1cccc(S(=O)(=O)N2CCCC2)c1 (stereo unspecified)
  -1	2.6	2	-2.8	-3	-1.0	-3	-3	-0.1	-15
[57] CC(=O)c1ccc(N2CCN(C(=O)C(=O)c3cn(CC(=O)N4CCCCCC4)c4ccccc34)CC2)cc1
  -1	-0.5	7	-1.0	-2	-1.8	-2	13	-2.5	2
[58] Cc1ccc(NC(=O)C2CCN(C(=O)NC3CCCCC3)CC2)cc1Cl
  1	-0.5	-12	0.1	0	-2.7	.	.	3.2	-7
[59] COc1ccc(NC(=O)COc2ccc(C(=O)NCc3cccnc3)cc2OC)cc1
  0	0.3	2	3.5	2	0.0	-2	14	0.9	-6
[60] CCN(Cc1ccccc1)C(=O)c1cc2cc(OC)c(OC)cc2[nH]1
  -6	0.2	-17	-0.9	1	0.2	0	-5	0.9	-8
[61] CCCC(=O)NC(c1ccccc1)c1ccc2cccnc2c1O (stereo unspecified)
  4	24*	113*	32*	14	-0.1	-4	4	20*	12
[62] COCCNC(=O)/C(=C/c1ccccc1Cl)c1ccccc1
  -4	-1.4	2	-3.3	-1	-3.4	.	15	2.2	10

Arranged by the number under Rtt109 HAT inh (low to high): 3 of the compounds above.
No. | smiles | Tat transport | AddAB inh | DAGLB inhibitor | CAL PDZ inh | Wnt act | Rtt109 HAT inh | phage Ecoli inh | PvdQ inh
51 | CCN1C(=O)[C@H]2[C@@H](c3ccc(C)cc3)N3C(=O)N(c4ccc(C(F)(F)F)cc4)C(=O)[C@@]3(CC)[C@H]2C1=O | -5 | 1.1 | -1 | -0.3 | 3 | -6 | 3.3 | -17
54 | N#Cc1ccc(-c2csc(NNC(=O)c3ccccc3)n2)cc1 | 0 | 4.6 | 2 | -0.1 | . | -2 | 4.8 | -10
47 | CCN(CC)C(=O)n1nc(C)c(CN2C(=O)c3ccccc3C2=O)c1C | 2 | 1.0 | 1 | -0.6 | 0 | 3 | -1.2 | -8

The order is random, and some 1.9% of all compounds hit somewhere here.
